# esBAF inh = SWI/SNF esBAF complex inhibition; reporter increase, % at 12.5 µM; hit rate 2% among 350,000; mouse ES cells, Bmi1-luciferase knock-in reporter, 24 h; 100% = twice the neutral-well signal; in the data active means activation above about 40%; inconclusive means no clear call, values can overlap the other calls;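 further: 0% = median of the plate's neutral control wells and 100% = double that signal; a rise in the Bmi1 reporter signal indicates esBAF inhibition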
# INS-1E GSIS act = primary screen for activators of insulin secretion dependent on glucose, INS-1E cells, GLuc reporter luminescence. INS-1E GLuc reporter insulin secretion, 2-3 h. activation, % at 16.6 µM. hit rate 0.61% among 370,000. AID 743287;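 active means lowest replicate activation of at least 40%, so every replicate reaches that level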;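 further: 0% = median of neutral control wells and 100% = median of IBMX positive control wells; some compounds called inactive have numbers as strong as hits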
# RAD54 inh = RAD54 (human) branch migration inhibition. Q92698. RAD54 Holliday junction branch migration, FAM/BHQ fluorescence. inhibition, % at 10.4 µM. hit rate 0.14% among 360,000. AID 602329;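 active means mean normalized replicate activity at least 40 and at least half of replicates scoring 40 or more; inconclusive means only one of the two criteria met; inactive means mean below 40 and under half of replicates reaching 40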;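 further: 0% = median of neutral control wells and 100% = median of positive control wells; inhibitors cause a drop in the FAM fluorescence signal; in these data hits start at about 50%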
# Target sequence (Q92698 whole entry, looked up): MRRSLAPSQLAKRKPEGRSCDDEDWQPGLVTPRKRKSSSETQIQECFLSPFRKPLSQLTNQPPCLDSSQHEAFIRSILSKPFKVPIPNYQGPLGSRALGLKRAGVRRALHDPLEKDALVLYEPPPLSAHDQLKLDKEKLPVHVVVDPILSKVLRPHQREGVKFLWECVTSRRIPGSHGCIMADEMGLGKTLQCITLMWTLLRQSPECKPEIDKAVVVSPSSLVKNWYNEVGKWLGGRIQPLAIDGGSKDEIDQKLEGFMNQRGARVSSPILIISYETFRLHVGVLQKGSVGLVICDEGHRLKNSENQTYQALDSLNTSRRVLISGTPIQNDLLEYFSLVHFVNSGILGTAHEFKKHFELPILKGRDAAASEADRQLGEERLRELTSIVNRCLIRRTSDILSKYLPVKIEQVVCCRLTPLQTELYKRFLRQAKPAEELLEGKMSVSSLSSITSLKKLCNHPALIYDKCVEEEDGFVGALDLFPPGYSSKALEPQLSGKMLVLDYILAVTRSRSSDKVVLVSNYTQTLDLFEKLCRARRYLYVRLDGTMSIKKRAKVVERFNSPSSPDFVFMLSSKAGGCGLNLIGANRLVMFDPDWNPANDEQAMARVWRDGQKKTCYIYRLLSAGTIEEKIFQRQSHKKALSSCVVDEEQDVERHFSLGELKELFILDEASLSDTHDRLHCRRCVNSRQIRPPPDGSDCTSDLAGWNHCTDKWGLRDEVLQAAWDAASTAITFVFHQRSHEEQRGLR
# ARNT TACC3 PPI = disrupts binding between human ARNT and TACC3 | inhibition, % at 9.99 µM | AlphaScreen His-ARNT PAS-B/GST-TACC3 binding, luminescence; TACC3 fragment carries E629A point mutation | hit rate 0.66% among 390,000 | Q9Y6A5 | AID 623870;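 active means mean inhibition of replicates at least 50% and at least half of replicates each reaching 50%; inconclusive means half or more replicates reach 50% but mean below 50%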;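 further: 0% = complete ARNT plus TACC3 wells and 100% = ARNT alone without TACC3; many hits fall short of the cut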
# RAD52 inh = RAD52 (human) annealing inhibition | recombinant RAD52 DNA annealing, FRET fluorescence | hit rate 0.46% among 360,000 | P43351 | inhibition, % at 18.7 µM | AID 651710;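 active means every replicate showing at least 50% inhibition; inconclusive means mean inhibition at least 50% but not in every replicate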
# Xi reactivation = activators of X-chromosome reactivation in mouse fibroblasts | hit rate 0.055% among 360,000 | XiGFP mouse fibroblasts, % GFP-positive cells imaging, 3 d; cells co-treated with 5-aza-dC sensitizer; scaled so ellipticine positive control = 100% | activation, % at 7.58 µM;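 active means mean normalized replicate activation at least 10% and every replicate at or above 10%; inconclusive means only one of the two criteria met; inactive means mean below 10% and not all replicates reach 10%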;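 further: 0% = median of on-plate neutral control wells and 100% = ellipticine 6 µM median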
#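 Schedule: 3 d treatment, 15 min room-temperature fixation; system: 68-5-11 XiGFP fibroblast line; buffer or medium: DMEM plus 5-aza-dC sensitizer; control set: ellipticine 6 µM positive control; compound: one concentration, pinned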
# CFTR F508del cor = CFTR F508del correction in bronchial cells | CFBE cells, YFP halide quenching; stimulated with forskolin plus potentiator P3; % fluorescence drop versus neutral controls | activity (quench increase), % at 7.58 µM | hit rate 0.36% among 350,000 | AID 720511;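 active means mean added fluorescence quench of at least 8% versus neutral control, with both replicates also reaching 8%; inconclusive means only one of the mean or replicate conditions met; inactive means mean below 8% and not both replicates reaching 8%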;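 further: cells transiently co-express mutant CFTR-F508del with the halide-sensitive YFP; corrector assay measuring rescue of mutant channel to the surface after 24 h compound exposure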
# ERAP1 HTS inh = ERAP1 (human) enzyme inhibition; inhibition, % at 10.7 µM; Q9NZ08; hit rate 0.15% among 340,000; recombinant ERAP1, Leu-AMC fluorescence, 60 min;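 active means mean replicate inhibition of at least 30%, or all replicates individually reaching that 30% level; inactive means mean below 30% and not every replicate reaching it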;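 further: 0% = neutral control wells and 100% = L-leucinethiol positive control wells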
# * hit, by the source's call; i = inactive; ? = inconclusive; nt = no result given.
SMILES,esBAF inh,INS-1E GSIS act,RAD54 inh,ARNT TACC3 PPI,RAD52 inh,Xi reactivation,CFTR F508del cor,ERAP1 HTS inh
Cc1ccc(N(CC(=O)NC2CCCC2)C(=O)Cn2nnc(-c3ccccc3F)n2)cc1,-1.9,11.2,13.8,-1.6,-10.5,0.0,0.3,2.1
O=C(Nc1ccccc1C(=O)Nc1ccccc1)c1cccs1,1.7,13.2,5.4,nt,-12.9,0.1,0.4,0.0
CC(=O)Nc1ccc(NC(=O)CN(c2cccc([N+](=O)[O-])c2)S(C)(=O)=O)cc1,nt,-7.4,nt,2.8,1.9,0.0,-4.1,-3.6
Cc1c(OC(C)C(=O)N[C@H](C(=O)O)c2ccccc2)ccc2c3c(c(=O)oc12)CCCC3 (some centres not stated),0.6,nt,-2.6,5.2,-1.0,nt,-4.6,27.1
O=C(Cn1cnc2ccccc2c1=O)Nc1ccc(S(=O)(=O)N2CCCC2)cc1,nt,-19.4,nt,0.4,-6.7,0.1,0.0,-0.4
CCOc1cccc(NC(=O)c2cnccc2C(F)(F)F)c1,nt,2.7,7.9,-3.6,-13.4,0.1,-1.0,5.1
CCOc1ccccc1CN1CCN(Cc2cn(C)nc2-c2ccccc2)CC1CCO (configuration not stated),-3.3,13.2,-0.8,8.7,-23.2,0.2,-1.7,-4.7
CCOC(=O)C1(C)CCCN1C(=O)c1ccc(OC)cc1 (configuration not stated),-6.5,1.7,-5.0,nt,3.9,0.1,1.3,8.1
C/C=C/c1ccc([C@H]2[C@@H](CO)N(C(=O)CC3CC3)C23CN(S(C)(=O)=O)C3)cc1,nt,-1.4,nt,nt,-11.5,-0.1,-0.1,0.0
O=C1NC(=O)/C(=C\c2ccc(OCc3cnc(Cl)s3)cc2)S1,nt,-1.2,nt,-5.0,-7.7,0.0,-2.7,2.0
CC(C)(C)n1nnnc1C(c1cccs1)N(Cc1ccccc1)Cc1ccco1 (configuration not stated),-8.7,-9.3,1.4,-5.0,-25.8,nt,nt,1.1
Cc1ccc(S(=O)(=O)N(C)C[C@H]2Oc3c(NC(=O)c4cc(C)nn4C)cccc3C(=O)N([C@@H](C)CO)C[C@H]2C)cc1,-11.8,7.7,-4.3,nt,-2.1,0.2,2.1,-5.7
Cc1ccc(CC#N)c(-c2c(CC#N)ccc(C)c2C)c1C,4.9,-3.4,0.0,nt,-6.0,0.1,-0.4,2.3
Cc1cccc(CN2CCc3c(OCC(=O)N4CCCc5ccccc54)cccc3C2=O)c1,nt,-31.2,-3.7,2.7,nt,0.4,nt,nt
O=C(NNc1c(Cl)cncc1Cl)c1sccc1Cl,-0.2,8.0,-6.6,-4.3,0.5,0.0,0.0,2.1
CCOC(=O)C1CCCN(C(=O)c2cc(-c3ccc(C)cc3)on2)C1 (configuration not stated),-32.6,-23.4,-9.2,-4.9,nt,nt,nt,nt
COc1cccc(C(=O)NCC2CCN(C(=O)C(=O)c3cc4ccccc4o3)CC2)c1,nt,nt,nt,nt,1.5,0.2,0.7,-1.0
OC[C@@H]1[C@H](c2ccc(-c3cccnc3)cc2)[C@@H]2CN(Cc3ccccn3)CCCCN12,-0.1,13.1,-11.5,11.8,-12.6,0.0,-2.0,-0.8
O=C(C1CCOCC1)N1C[C@@H]2[C@H](c3ccccc31)[C@@H](CO)N2Cc1ccccc1,4.4,5.4,-4.5,-10.0,-12.4,-0.1,0.4,nt
Nn1cc(-c2ccccc2)nc1SCC(=O)Nc1cccc(S(N)(=O)=O)c1,-3.5,-11.1,3.8,6.8,-9.7,0.0,3.7,-0.1
COCCNC(=O)C1(C)CCCN(C(=O)c2ccc(-c3ccccc3)cc2)C1 (configuration not stated),2.8,nt,-12.9,nt,-16.0,0.2,-3.7,-1.5
COc1ccccc1S(=O)(=O)N[C@@H]1CC[C@H](CC(=O)N2CCN(C)CC2)O[C@H]1CO,-4.8,16.8,1.2,-6.0,15.9,-0.6,-2.0,1.9
O=C(c1ccccc1)c1ccc2nc(N3CCN(C(=O)c4ccco4)CC3)c3nncn3c2c1,-2.2,nt,10.3,-4.9,-100.6,0.3,-0.8,-0.9
Cc1ccc(Nc2nc(-c3sc(N)nc3C)cs2)cc1,?,14.6,0.6,29.0,-28.4,-0.1,0.9,3.4
COc1ccc(Br)cc1C(=O)Nc1cccc2ncccc12,nt,-3.7,nt,-6.8,-26.5,0.6,?,-4.9
CNC[C@@H]1Oc2c(NC(=O)Nc3ccc(OC)cc3)cccc2C(=O)N([C@H](C)CO)C[C@@H]1C,-2.8,13.0,4.1,7.2,-24.9,-0.9,0.1,-1.1
O=C1NC(c2ccccc2)CCC1(Cl)Cl (configuration not stated),nt,11.6,4.1,-1.3,nt,-0.1,nt,nt
CN(C)/C=C1\C(=O)N(c2ccc(Cl)c(Cl)c2)CS1(=O)=O,nt,3.9,nt,nt,-3.1,0.1,1.4,1.3
Cc1cccc(-c2cnc(C(O)c3ccc(Cl)cc3C)[nH]2)c1 (configuration not stated),-1.2,-27.7,-0.3,nt,-6.4,0.0,1.3,-0.8
COC(=O)C1=CN(C(C)c2ccccc2)C=C(C(=O)OC)C1c1cc(OC)c(OC)c(OC)c1 (configuration not stated),-7.7,-44.6,-12.3,-51.1,-12.7,0.1,4.9,-27.6
CN(C)C(=O)c1ccc(-c2ccc3c(c2)[C@@H]2[C@@H](CCN2C(=O)c2ccccn2)[C@H](CO)N3)cc1,-1.9,1.7,-1.4,7.4,nt,0.0,2.2,nt
CC(C)CC1C(=O)N(Cc2cn(Cc3ccco3)nn2)CCS(=O)(=O)N1Cc1ccc(-c2ccc(F)cc2)cc1 (configuration not stated),6.0,-8.0,7.7,nt,-23.6,0.1,-5.2,-4.5
O=C1C(Cl)=C(N2CCOCC2)C(=O)N1c1ccc(Br)cc1,0.7,-15.0,0.7,-2.9,-65.1,0.1,0.7,2.3
CN(C)CCCN(Cc1ccccc1)C(=S)NCc1ccccc1,nt,-8.4,nt,1.8,-2.3,-0.1,-2.8,-0.4
CN(C)c1ccc(O)c2c1CC1CC3C(N(C)C)C(=O)C(C(N)=O)=C(O)[C@@]3(O)C(=O)C1=C2O (some centres not stated),7.7,nt,20.1,39.8,5.5,0.1,-5.1,-0.5
O=C(CSc1nnc(-c2ccccc2)o1)c1nnc(-c2ccccc2)o1,-3.6,-20.4,-4.6,-6.2,nt,nt,nt,nt
OC(COc1c(F)cc(Br)cc1F)CN1CCc2ccccc2C1 (configuration not stated),-3.5,-1.5,1.6,-1.1,2.4,0.5,0.8,1.2
Cc1cc(C)n2c(NCc3ccccc3)c(-c3cc4ccccc4o3)nc2n1,nt,-7.4,nt,nt,-19.4,0.0,-1.3,-3.5
CCCC#Cc1ccc([C@H]2[C@@H](CO)N3C(=O)CN(C(=O)CN4CCOCC4)C[C@H]23)cc1,nt,6.0,nt,nt,-8.9,0.3,1.7,1.0
COc1cc(Nc2c3c(nc4ccccc24)CCC3)cc(OC)c1OC,-4.0,-16.7,10.9,9.3,7.7,0.2,8.6*,2.1
CC(=O)Nc1cccc(C(=O)Nc2cccc(S(=O)(=O)NCc3ccco3)c2)c1,3.9,nt,1.3,10.7,-13.0,0.0,-4.4,2.1
COc1cccc(CNC(=S)Nc2cc(C)cc(C)c2)c1,nt,7.8,nt,-4.4,-9.2,0.2,0.4,0.0
O=C(Nc1ccc(OC(F)F)c(Cl)c1)c1ccccn1,nt,-2.4,nt,24.9,-6.2,-0.1,-1.0,2.4
O=C(CCNC(=O)c1ccc(Cl)cc1)NN1C(=O)NC2(CCCCC2)C1=O,-0.5,3.8,2.8,-4.8,-5.9,-0.1,0.9,0.6
C=CCNc1nc(C2(C)CC3(CC(C)OC3=O)C(=O)O2)cs1 (configuration not stated),-6.5,31.6,7.8,-1.7,nt,nt,nt,nt
C[C@H](NC(=O)c1nc[nH]c1C(=O)NCC(=O)OC(C)(C)C)c1ccccc1,0.1,-2.1,-2.5,7.2,-4.6,0.0,-1.5,3.9
Nc1nc(NCCCN2CCOCC2)nc(NCc2ccccc2)c1[N+](=O)[O-],2.8,5.2,11.6,-2.2,-7.0,0.0,-0.2,3.2
Cc1cc(=O)oc2cc(OCc3ccc(C(=O)OCC(=O)N(C)C4CCS(=O)(=O)C4)cc3)ccc12 (configuration not stated),15.2,10.1,2.6,-4.7,-0.9,-0.1,-2.7,-0.2
COCC(=O)Nc1ccc2c(c1)OC[C@@H](C)N(Cc1ccccn1)C[C@H](C)[C@@H](OC)CN(C)C2=O,-0.3,-1.8,3.1,-0.5,-8.6,0.3,2.5,-2.8
CCC(=O)N(C)C[C@@H]1Oc2ncc(C#Cc3cccnc3)cc2C(=O)N([C@H](C)CO)C[C@H]1C,0.5,-1.0,5.1,-1.9,5.2,-0.3,1.1,2.2
CN(C)C(=O)c1ccc(-c2ccc([C@@H]3[C@@H](CO)N4CCCCN(C(=O)C5CCC5)C[C@@H]34)cc2)cc1,nt,nt,-7.2,2.7,-13.7,nt,1.2,1.1
COc1ccc(O)c(CN2CCCC(N3CCN(c4ccccc4OC)CC3)C2)c1 (configuration not stated),-10.1,nt,-5.8,-1.4,17.4,0.1,-2.5,-1.7
O=C(NS(=O)(=O)c1ccccc1[N+](=O)[O-])c1ccccc1,nt,2.4,2.6,0.4,-11.7,0.1,2.2,-2.5
COc1cc(C(C(=O)NC2CCCCC2)N(C(=O)c2cnccn2)c2ccccc2)cc(OC)c1OC (configuration not stated),-3.7,12.0,-3.3,0.1,0.5,0.0,0.1,-3.3
COCC(=O)Nc1ccc2c(c1)C(=O)N(C)[C@H]1CC[C@@H](CC(=O)Nc3ccccc3)O[C@H]1CO2,-3.5,2.6,11.6,3.1,-3.6,0.1,1.6,-2.3
N=c1c(C(=O)NC2CCCC2)cc2c(=O)n3ccccc3nc2n1Cc1ccccc1,2.3,25.8,12.4,0.3,-121.3,0.0,6.3,i
Cc1ccc(C(=O)CCC(=O)OCC(=O)Nc2nnc(-c3ccccc3)o2)cc1,nt,33.9,nt,nt,-10.5,0.6,0.0,1.7
O=C(CN(C1CCCCC1)S(=O)(=O)c1ccc(F)cc1)NC1CC1,-4.9,-5.3,6.6,-1.1,-6.1,nt,-2.1,0.8
COc1ccc(C(=O)c2cn[nH]c2-c2cc(C)ccc2O)cc1,-3.4,3.5,2.7,2.9,-5.5,0.0,-1.6,-2.8
CO[C@H]1CN(C)C(=O)c2cc(NC(=O)c3ccccc3F)ccc2OC[C@H](C)N(C(C)=O)C[C@@H]1C,-4.3,1.8,7.0,-7.8,-13.1,0.3,0.0,1.3
COc1cccc(S(=O)(=O)N(C)C[C@@H]2Oc3cc(C#CCN(C)C)ccc3S(=O)(=O)N([C@@H](C)CO)C[C@H]2C)c1,3.4,3.1,-12.3,-1.4,-10.3,0.0,-5.8,-1.7
O=C(C[C@@H]1CC[C@H]2[C@@H](COC[C@@H](O)CN2C(=O)c2ccccc2F)O1)NCc1ccccc1,-2.0,7.5,2.7,15.5,9.2,0.3,1.3,0.4
